# NPY-Y2 PAM-ag: human NPY-Y2 potentiation or agonism, primary screen | P49146 | AID 1359 | cells expressing NPY-Y2, potentiator/agonist read-out | 220,000 compounds, 0.45% hits | activation, % at 3.6 µM; in the data active = activation above about 27%;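 also: cells stimulated with NPY near EC25 plus isoproterenol at EC100; 0% = vehicle plus submaximal agonist and 100% = vehicle plus saturating agonist; some results beyond the cut were filed as inactive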
# Target sequence (P49146 whole entry, looked up): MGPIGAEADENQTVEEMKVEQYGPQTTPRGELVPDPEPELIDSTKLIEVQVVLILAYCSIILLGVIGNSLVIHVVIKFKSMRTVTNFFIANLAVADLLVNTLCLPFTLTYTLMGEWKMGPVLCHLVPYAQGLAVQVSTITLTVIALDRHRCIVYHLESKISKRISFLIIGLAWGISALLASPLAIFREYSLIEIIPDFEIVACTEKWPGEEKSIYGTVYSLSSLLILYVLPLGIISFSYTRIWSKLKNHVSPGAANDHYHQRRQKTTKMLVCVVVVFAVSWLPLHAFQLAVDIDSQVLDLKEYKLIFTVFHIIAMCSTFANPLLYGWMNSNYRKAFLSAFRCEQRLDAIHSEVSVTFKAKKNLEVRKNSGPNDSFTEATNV
# NCF1 inh: blocks human p47phox regulatory protein of NADPH oxidases. P14598. p47phox/p22phox peptide binding, fluorescence polarization, 2 h. inhibition, % at 24.7 µM. 220,000 compounds, 0.53% hits. AID 1274;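 active = inhibition above about 30%, limit read from the data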;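 also: 0% = p47phox with labelled peptide and 100% = labelled peptide alone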
# CHOP inhibitor: inhibitors of CHOP induction in ER stress response | CHO-K1 CHOP-promoter luciferase, tunicamycin-induced, 15-18 h | 220,000 compounds, 3.8% hits | inhibition, % at 10 µM;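 active = compounds that reduced the stress-induced luciferase reporter signal by more than about 70% of percent inhibition, limit read from the data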;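 also: 0% = tunicamycin plus vehicle and 100% = wells without tunicamycin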
# S1P4 antagonist: blocks the human S1P4 receptor. O95977. S1P4-expressing cells, antagonist mode, reporter read-out. inhibition, % at 4.98 µM. 220,000 compounds, 0.26% hits; in the data active = inhibition above about 29%;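 also: 0% = wells stimulated with agonist and 100% = vehicle wells without agonist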
# Target sequence (O95977 whole entry, looked up): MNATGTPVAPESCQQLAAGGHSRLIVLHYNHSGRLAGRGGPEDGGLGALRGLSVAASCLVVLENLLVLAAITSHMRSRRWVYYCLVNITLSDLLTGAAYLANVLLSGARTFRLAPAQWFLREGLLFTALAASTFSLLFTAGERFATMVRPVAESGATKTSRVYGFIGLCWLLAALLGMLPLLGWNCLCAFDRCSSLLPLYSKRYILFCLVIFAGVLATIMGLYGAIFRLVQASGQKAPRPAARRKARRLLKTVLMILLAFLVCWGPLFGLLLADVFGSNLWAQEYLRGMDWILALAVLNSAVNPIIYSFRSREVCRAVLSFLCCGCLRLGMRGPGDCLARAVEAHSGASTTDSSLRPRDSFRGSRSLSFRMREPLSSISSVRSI
# NPY-Y1 PAM-ag: human NPY-Y1 potentiation or agonism, primary screen; P25929; 220,000 compounds, 0.37% hits; activation, % at 3.6 µM; NPY-Y1 expressing cells, potentiator/agonist activation; in the data active = activation above about 33%, passing the limit was not always enough;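 also: cells stimulated with NPY at EC10 then isoproterenol at EC100; 0% = low agonist plus stimulus and 100% = saturating agonist plus stimulus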
# S1P4 ag: agonists of human S1P4 receptor. O95977. S1P4-expressing cell line, agonist reporter assay. activation, % at 4.98 µM. 220,000 compounds, 0.35% hits. AID 1509; in the data active = activation above about 11%;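 also: 0% = DMSO vehicle and 100% = reference agonist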
# Ba/F3 V617F tox: lowers viability of Ba/F3 cells expressing EpoR and JAK2V617F; ATP luminescence; 220,000 compounds, 1.1% hits; inhibition, % at 5.6 µM;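 active = inhibition above the campaign mean plus 3 SD over all tested compounds, cut at about 24% in these data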;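 also: cytokine-independent growth of Ba/F3 cells driven by EpoR plus mutant JAK2; 0% = DMSO-treated cells and 100% = JAK inhibitor I control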
# NPY Y1 blocker: blocks the human neuropeptide Y Y1 receptor | P25929 | HEK293-CNG Y1 cells, membrane potential fluorescence; NPY at EC95, then isoproterenol | inhibition, % at 3.6 µM | 200,000 compounds, 1% hits | AID 1040;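 active = inhibition above the campaign mean inhibition of all tested compounds plus 3 SD, cut at about 20% in these data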;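 also: 0% = DMSO wells given NPY plus isoproterenol and 100% = isoproterenol alone without NPY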
#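 material = HEK293 cells with Y1 receptor plus CNG channel | also added = NPY 25 nM then isoproterenol 1 µM plus Ro 20-1724 25 µM | schedule = dye 3 h, compound 60 min room temperature, stimulation 45 min | measured by = membrane potential fluorescence | benchmarks = high control isoproterenol alone, low control NPY with isoproterenol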
# BaF3 parental: reduces parental Ba/F3 cell viability, JAK2V617F counter-screen. AID 1486. 220,000 compounds, 1.1% hits. inhibition, % at 5.6 µM. CellTiter-Glo ATP luminescence;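 active = inhibition above a per-campaign cutoff, the mean inhibition of all tested compounds plus 3 SD, cut at about 27% in these data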;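 also: 0% = DMSO wells and 100% = JAK Inhibitor I control wells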
# The depositor's hits bear a star; . = not tested or not shown.
SMILES,NPY-Y2 PAM-ag,NCF1 inh,CHOP inhibitor,S1P4 antagonist,NPY-Y1 PAM-ag,S1P4 ag,Ba/F3 V617F tox,NPY Y1 blocker,BaF3 parental
CCCCSc1cc(=O)n(-c2ccccc2)nc1C(=O)OCC,-4,3,31,-2,-11,2.3,0,4,0
COc1ccc(/C=C\c2cc(OC)c(OC)cc2CC[N+](C)(C)C)cc1OC,8,-1,15,-11,7,0.3,-3,0,2
CC(=O)Nc1sc(-c2ccc(Cl)cc2)nc1-c1ccccc1,3,5,17,12,20,-0.3,5,.,-6
CCN1CCN(c2ncc(C(=O)N3CCCc4ccccc43)c3ccccc23)CC1,-7,0,-12,-26,0,0.4,-4,3,4
CCOc1ncccc1C(=O)NCc1ccccc1F,5,-6,22,5,8,-1.6,1,-1,3
CC(=O)Nc1ccc(NC(=O)C(C)OC(=O)CNS(=O)(=O)c2cccc(Cl)c2)cc1 (stereo not given),7,-19,8,-7,11,1.4,-1,-1,3
CC(=O)OC1CC(n2ccc(NC(=O)c3ccccc3)nc2=O)OC1CO (stereo not given),9,-5,13,13,3,-0.9,-2,4,1
N#Cc1cc2c(nc1SCc1ccccc1)CCCCC2,-28,-20,52,-22,-6,1.4,0,9,1
Cc1ccnc(-n2sc3ccccc3c2=O)n1,-3,35*,-24,8,-6,0.2,0,-4,5
CCCN(CCC)c1nc(Cl)nc(NCCN2CCOCC2)n1,-2,0,-5,-3,5,1.5,0,-2,5
CCCCCn1c(=O)c(Cc2ccccc2)c(O)c2ccccc21,2,-4,-10,-6,11,-0.8,-4,5,4
Cc1n[nH]c(=S)n1-c1cccc(Cl)c1,4,-2,16,-7,-9,0.5,1,-2,8
FC(F)(F)c1cc(-c2ccccc2)nc(NCc2cccs2)n1,-18,-8,75*,-18,-2,0.3,4,6,4
O=C(CSc1nnc(-c2cccs2)n1-c1ccccc1)NCc1ccco1,18,-6,21,-10,2,-1.9,-2,-6,1
COc1ccc(OC)c(NC(=O)Cn2c(-c3ccc(Cl)cc3)noc2=O)c1,1,2,34,-9,-4,0.1,-1,3,1
COc1ccc(C(=O)Nc2c3c(nn2-c2cccc(Cl)c2)CS(=O)C3)cc1 (stereo not given),-6,5,42,4,6,-0.7,0,8,2
O=C(COC(=O)c1cncc(Br)c1)NCc1ccccc1,2,-9,-4,8,1,-1.1,-4,0,0
COc1ccc(Oc2nc(-c3ccccn3)ncc2OC)cc1,-13,-1,-66,-13,13,-1.3,5,2,9
Cc1nc(CCNC(=O)COc2ccccc2)cs1,7,1,11,-21,2,-0.3,-5,4,-2
Nc1nnnn1/N=C/c1cc(Cl)cc(Cl)c1OCc1ccc(Cl)cc1Cl,-6,-4,34,18,13,-0.3,-1,-5,7
Cc1cccc(NC(=O)C2CCN(c3nccc(C)n3)CC2)c1,2,1,11,-7,6,1.1,1,7,3
CCOc1cc(C2C3=C(CCCC3=O)OC3=C2C(=O)CCC3)cc([N+](=O)[O-])c1O,5,-1,15,-15,22,0.8,-3,-5,4
Cc1cnn(CCC(=O)NNC(=S)Nc2ccccc2)c1,-16,-20,33,0,-19,1.4,7,-4,7
CN1CCN(Cc2c(O)ccc3occ(C(=O)c4ccccc4)c23)CC1,-5,1,21,3,-28,-1.4,-3,8,1
CC(NC(=O)C1CCC(=O)N1Cc1ccc(F)cc1)c1ccc2c(c1)OCCO2 (stereo not given),4,3,11,-3,4,0.1,1,2,3
O=C(Nc1nc(-c2cccnc2)cs1)c1ccccc1Cl,9,-1,33,-9,-4,1.1,-1,4,5
COc1ccc(-c2nnc3ccc(SCC(=O)N4CCCC4)nn23)cc1,-5,2,7,-4,2,1.0,0,0,7
CC(=O)N1CCN(Cc2nc(C(c3ccccc3)c3ccccc3)no2)CC1,4,-6,-10,-37,-7,2.1,0,4,6
CCCC1=NN2C(=N)/C(=C\c3cc(C)n(-c4cc(C)cc(C)c4)c3C)C(=O)N=C2S1,8,-49,49,-23,19,-2.2,-4,-2,-6
Cc1cccc(C)c1OCc1nnc2c3cnn(C)c3ncn12,13,29,28,-32,1,-0.6,-1,-2,3
CCOC(=O)NC1(C(F)(F)F)C(=O)N(Cc2ccccc2)C2=C1C(=O)CC(C)(C)C2 (stereo not given),-4,-4,-6,-13,8,-1.1,0,8,-1
CCC(=O)N1CCN(c2ccc(NC(=O)c3c(F)c(F)c(OC)c(F)c3F)cc2)CC1,-22,-24,17,-13,13,-1.9,-5,3,0
CCC(NC(=O)c1ccccc1NC(=O)c1ccco1)C(=O)O (stereo not given),4,-14,69,4,8,0.6,1,7,2
CCC(C)C(NC(=O)c1ccccc1NC(=O)c1ccc(C)cc1)C(=O)O (stereo not given),-6,-9,-8,7,-15,0.1,2,4,4
COc1ccc(S(=O)(=O)NCc2ccc3c(c2)OCO3)cc1C,1,-2,9,5,-16,1.9,-2,15,3
CCN1CCN(C(=O)Nc2cccc(C(F)(F)F)c2)CC1,3,-12,16,1,-16,1.3,-1,2,2
CCN(CC)C1=NC=CC(c2ccccc2)=CC1C (stereo not given),-11,-4,11,-21,6,0.6,-3,3,1
CN(CCOC(=O)c1ccco1)Cc1ccccc1,-2,-11,28,-8,-1,1.2,4,3,6
COn1c(-c2ccccc2)nc2c1CCc1c-2no[n+]1[O-],-5,-6,67,-3,-2,-0.4,-1,7,1
COC(=O)c1cc(N2C(=O)C3C(C2=O)C2(C)C=CC3(C)O2)ccc1Cl (stereo not given),6,1,75*,-14,5,2.3,-1,4,0
COC(=O)c1ccc(S(=O)(=O)NCc2cccc(OC)c2)n1C,12,-3,20,3,7,0.4,-1,-2,1
Cc1cc(N2CCN(c3nc4ccccc4s3)CC2)n2ncnc2n1,28,-4,.,4,-8,-0.7,44*,-14,48*
COc1ccc(CNC(=O)C2COc3ccccc3O2)cc1 (stereo not given),4,0,22,5,-23,1.2,-2,-1,3
COc1cc(C2C3C(=O)N(Cc4ccccc4)C(=O)C3ON2c2ccccc2)cc(OC)c1OC (stereo not given),-5,-12,14,-11,-15,-2.1,2,9,5
COCCNC(=O)Cc1cn(C)c2ccccc12,8,-6,-14,-20,-4,-2.0,-3,1,1
O=C(NNC(=S)NC(=O)c1cccnc1)c1ccc(Cl)cc1,-4,-8,-1,-1,-6,-3.8,6,-2,9
Cc1ccc(C2CC(=O)N3CN(c4ccc(Br)cc4)CSC3=C2C#N)o1 (stereo not given),2,-22,46,-5,-4,-1.0,-3,1,-1
CCOc1ccc(N(CC(=O)NC2CCCC(C)C2C)S(=O)(=O)c2c(C)noc2C)cc1 (stereo not given),14,-9,67,9,-7,-0.9,-4,7,2
CCCCC(=O)N/N=C(\C)CC(=O)Nc1cc(Cl)ccc1OC,4,-13,9,-10,-18,2.0,2,-2,3
Cc1[nH]c(=O)[nH]c1CN1CCCCC1,14,-8,-1,-3,18,0.1,-3,1,0

# The closing 3 records of the part before come first, to join the parts:
SMILES,NPY-Y2 PAM-ag,NCF1 inh,CHOP inhibitor,S1P4 antagonist,NPY-Y1 PAM-ag,S1P4 ag,Ba/F3 V617F tox,NPY Y1 blocker,BaF3 parental
CCOc1ccc(N(CC(=O)NC2CCCC(C)C2C)S(=O)(=O)c2c(C)noc2C)cc1 (stereo not given),14,-9,67,9,-7,-0.9,-4,7,2
CCCCC(=O)N/N=C(\C)CC(=O)Nc1cc(Cl)ccc1OC,4,-13,9,-10,-18,2.0,2,-2,3
Cc1[nH]c(=O)[nH]c1CN1CCCCC1,14,-8,-1,-3,18,0.1,-3,1,0
COc1ccccc1C(=O)N1CCN(S(=O)(=O)Cc2ccccc2)CC1,-8,-29,-9,1,12,0.8,-2,4,0
CCSc1nc2cc(OC)c(OC)cc2c(=O)n1CC,8,-1,34,-4,12,1.9,-4,-8,2
N#Cc1c2n(c3c(=O)n(CC(=O)c4ccc([N+](=O)[O-])cc4)cnc13)CCCCC2,8,-5,-6,14,-8,3.4,1,1,3
CCN(CC)c1ccc(N=Nc2ncn[nH]2)cc1,8,-87,0,-13,19,0.2,0,-1,9
O=C(NCC1CCNCC1)c1ccncc1,-20,-8,10,-27,-9,0.0,5,-1,2
O=C(C1CCN(CC2CC=CCC2)CC1)N(CCc1ccccc1)Cc1ccccc1 (stereo not given),-15,-1,-3,-9,-42,0.6,-1,24*,1
Cc1ccc(S(=O)(=O)N2CCCCC2)cc1C(=O)N1CCN(c2ccccn2)CC1,6,-3,0,7,3,0.5,1,1,4
COc1ccc(C)cc1-n1nnnc1SCc1cc(=O)n2cc(C)ccc2n1,16,-21,44,5,12,-0.6,1,-7,9
Cc1cc2c(c(=O)o1)C(CC(C)C)C(C#N)=C(N)O2 (stereo not given),7,-9,11,-2,27,1.7,-3,-10,0
O=C(CN1CCOc2ccccc21)N1CCC(Cc2ccccc2)CC1,9,.,.,-17,6,-0.6,-5,1,2
CC(C)CNC(=O)c1ccccc1NC(=O)CN(c1ccc2c(c1)OCCO2)S(C)(=O)=O,-7,-8,8,-19,-6,-1.0,-2,0,2
COc1ccc(C(=O)Oc2cccc(/C=N/NC(N)=S)c2)cc1,-2,-13,10,-18,7,0.6,-1,1,5
CCOC(=O)N1CCC(N(C(=O)Nc2cccc(OC)c2)C(C)CC)CC1 (stereo not given),-5,-6,27,-23,5,1.0,-3,-2,-1
CCN1CCN(CCNC(=O)c2ccc(/C=C3/Sc4ccccc4N(Cc4cccc(C)c4)C3=O)cc2)CC1,-16,102*,18,-8,-20,-0.5,4,23*,13
O=C(CN1C(=O)NC2NC(=O)NC21)N/N=C/c1ccccc1F (stereo not given),-7,-10,-12,7,13,1.0,-3,7,4
CSCCC(NS(=O)(=O)c1ccc2c(c1)c(=O)n(C)c(=O)n2C)C(=O)NC1CCN(Cc2ccccc2)CC1 (stereo not given),-4,-3,12,-3,8,-1.4,-2,1,2
O=C(CCNC(=O)c1ccccc1)Nc1ccc(F)c(Cl)c1,0,-10,0,-6,-14,4.1,0,-6,3
COCCC(=O)N(Cc1ccc2c(c1)OCO2)C(C(=O)NC1CCCCC1)c1ccncc1 (stereo not given),-2,-7,-26,-1,-2,0.6,2,11,6
Cc1ccc(S(=O)(=O)N2CC(=O)Nc3ccccc32)cc1,7,-8,46,0,7,-1.9,-3,0,1
Cc1cc(C)nc(NS(=O)(=O)c2ccc(NC(=O)CSc3nc(-c4ccccc4)c(C#N)c(=O)[nH]3)cc2)n1,5,4,-3,-6,1,0.4,0,0,1

# Shown as a hit in NPY Y1 blocker (from the list above):
mol,NPY-Y2 PAM-ag,NCF1 inh,CHOP inhibitor,S1P4 antagonist,NPY-Y1 PAM-ag,S1P4 ag,NPY Y1 blocker
O=C(C1CCN(CC2CC=CCC2)CC1)N(CCc1ccccc1)Cc1ccccc1 (stereo not given),-15,-1,-3,-9,-42,0.6,24*
CCN1CCN(CCNC(=O)c2ccc(/C=C3/Sc4ccccc4N(Cc4cccc(C)c4)C3=O)cc2)CC1,-16,102*,18,-8,-20,-0.5,23*

# (listing goes on)
SMILES,NPY-Y2 PAM-ag,NCF1 inh,CHOP inhibitor,S1P4 antagonist,NPY-Y1 PAM-ag,S1P4 ag,Ba/F3 V617F tox,NPY Y1 blocker,BaF3 parental
C=CCC1(CC=C)CCCN1Cc1nc(COc2ccccc2)no1,-15,-40,-7,-3,-9,-0.6,-4,.,0
C=CCOC(=O)C1=C[C@@H](c2csc3ccccc23)C[C@@H](OCc2ccc(CO)cc2)O1,1,-16,55,-9,-9,0.3,-3,-4,2
CCN(CC)C(=O)Oc1ccc(OC(=O)N(CC)CC)cc1,5,-6,19,-9,3,-0.1,1,4,4
O=C(C/C=N\OCc1ccc([N+](=O)[O-])cc1)Nc1ccc(Cl)cc1,6,1,25,2,-8,-0.2,-2,2,1
COc1cccc(S(=O)(=O)Nc2ccc(C(=O)N3CCOCC3)cc2)c1,0,-12,21,-9,4,0.3,2,-2,2
